# HTR5A inv ag = HTR5A inverse agonists in luminescence cell assay, primary screen, counter-screen for OPRM1-OPRD1 heterodimer inverse agonist project, full-deck HTS. HTR5A cell line, inverse agonism. 340,000 compounds, 0.083% hits. 5-hydroxytryptamine receptor 5A (Homo sapiens), P47898. inhibition, % at 9.3 µM. AID 504634, 2011; in the data active means inhibition mostly above about 23%, no sharp cut-off; inactive means mostly below about 18%;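 further: 0% = cells with DMSO and 100% = no-cell wells with DMSO; some compounds called inactive have numbers as strong as hits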
# Target sequence (P47898 whole entry, looked up): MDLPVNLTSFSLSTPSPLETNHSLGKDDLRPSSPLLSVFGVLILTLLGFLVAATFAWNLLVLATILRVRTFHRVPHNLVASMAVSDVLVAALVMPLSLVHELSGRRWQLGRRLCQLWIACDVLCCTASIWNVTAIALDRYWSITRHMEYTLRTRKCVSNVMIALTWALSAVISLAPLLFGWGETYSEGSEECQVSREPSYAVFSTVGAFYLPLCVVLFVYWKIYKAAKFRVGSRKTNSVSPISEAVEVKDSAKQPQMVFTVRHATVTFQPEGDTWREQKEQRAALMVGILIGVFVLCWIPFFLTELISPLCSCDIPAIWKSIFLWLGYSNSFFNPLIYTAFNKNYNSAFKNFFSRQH
# PfHsp90 set2 = growth inhibition of PfHsp90-expressing yeast, primary screen, antimalarial PfHsp90 inhibitor project, S. cerevisiae, BacTiter-Glo luminescence, single point, set 2; 310,000 compounds, 0.32% hits; inhibition, % at 9.4 µM; AID 504621, 2011; BacTiter-Glo ATP, 48 h; yeast lacking PDR1 and PDR3 efflux regulators;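 active means every replicate shows inhibition above about 80%, whatever the replicate mean, limit read from the data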;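 further: 0% = DMSO neutral controls and 100% = 20 µM radicicol positive controls; yeast relying on Plasmodium falciparum Hsp90 in place of its own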
# Tat export inh = E. coli Tat export inhibitors, primary screen, MC4100, TorA-mCherry reporter, fluorescence, single point; inhibition, % at 10 µM; 340,000 compounds, 0.036% hits;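 active means mean replicate inhibition at least 50% and at least half of replicates individually reaching 50%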;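 further: exported cargo escapes ClpAP degradation while cytoplasmic cargo is degraded and loses fluorescence; 0% = median of neutral control wells and 100% = median of NaSCN control wells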
# MOR-DOR inv ag = inverse agonists of MOR-DOR heterodimerization, primary screen, cell-based, luminescence. Mu-type opioid receptor (Homo sapiens) + Delta-type opioid receptor (Homo sapiens), …. cell-based MOR-DOR heterodimer luminescence, inverse agonism. 340,000 compounds, 0.21% hits. inhibition, % at 9.3 µM; in the data active means inhibition above about 22%, passing the limit was not always enough;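 further: 0% = cells with DMSO and 100% = wells without cells with DMSO; values of inactives mirror those of a sister screen read the other way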
# PKA-R1A activ = activators of PKA-R1A holoenzyme, primary screen, biochemical, fluorescence polarization, Cy5-IP20, bovine R1A, mouse PKAc | activation, % at 11.4 µM | cAMP-dependent protein kinase type I-alpha regulatory subunit (Bos taurus) + … | PKA-R1A dissociation; scaled: DMSO 0%, 113 µM cGMP 100% | 340,000 compounds, 0.083% hits;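 active means percent activation above the mean of all tested compounds plus 3 SD, cut at about 19% in these data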;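 further: higher means more PKAc released from R1A so a rise in polarization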
# phage Ecoli inh = growth loss of phage-infected E. coli, primary screen, RecBCD inhibitor project, absorbance, with phage, HTS; 360,000 compounds, 0.26% hits; inhibition, % at 11.9 µM; in the data active means inhibition above about 11%
# OPRM1-OPRD1 ag = agonists of OPRM1-OPRD1 heterodimerization, primary screen, cell-based, luminescence | Mu-type opioid receptor (Homo sapiens) + Delta-type opioid receptor (Homo sapiens), … | cells | activation, % at 9.3 µM | 340,000 compounds, 0.3% hits | AID 504326, 2011; in the data active means activation above about 18%;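 further: 0% = vehicle-treated cells and 100% = reference agonist; values of inactives mirror those of a sister screen read the other way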
# AddAB inh = growth inhibition of E. coli expressing H. pylori AddAB, primary screen, AddAB inhibitor project, absorbance. inhibition, % at 11.9 µM. 330,000 compounds, 0.29% hits; in the data active means inhibition above about 12%;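 further: 0% = vehicle wells of infected cells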
# Ecoli viability = E. coli V3065 growth inhibition, primary screen, counter-screen for AddAB inhibitor project, absorbance, OD600 | 18 h | inhibition, % at 11.9 µM | 330,000 compounds, 0.27% hits;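 active means inhibition above the campaign's mean inhibition across all tested compounds plus 3 SD, cut at about 9.9% in these data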;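 further: uninfected addAB+ strain grown without phage in ampicillin broth; 0% = DMSO wells and 100% = ciprofloxacin 0.95 µg/ml wells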
# PKA-R2B act = activators of PKA-R2B holoenzyme, primary screen, biochemical, fluorescence polarization, Cy5-IP20, human; cAMP-dependent protein kinase catalytic subunit beta (Homo sapiens) + cAMP-dependent …; PKA-R2B holoenzyme dissociation; R2B truncated from residue 108, S112A mutant; 0% DMSO only, 100% 113 µM cGMP; activation, % at 11.4 µM; 340,000 compounds, 0.079% hits;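 active means activation above a cutoff set at the mean over all compounds plus 3 SD, cut at about 18% in these data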;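 further: higher means more holoenzyme dissociation and a rise in polarization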
# Target sequence (P31323 whole entry, looked up, other chains not shown, the tested form may be a part): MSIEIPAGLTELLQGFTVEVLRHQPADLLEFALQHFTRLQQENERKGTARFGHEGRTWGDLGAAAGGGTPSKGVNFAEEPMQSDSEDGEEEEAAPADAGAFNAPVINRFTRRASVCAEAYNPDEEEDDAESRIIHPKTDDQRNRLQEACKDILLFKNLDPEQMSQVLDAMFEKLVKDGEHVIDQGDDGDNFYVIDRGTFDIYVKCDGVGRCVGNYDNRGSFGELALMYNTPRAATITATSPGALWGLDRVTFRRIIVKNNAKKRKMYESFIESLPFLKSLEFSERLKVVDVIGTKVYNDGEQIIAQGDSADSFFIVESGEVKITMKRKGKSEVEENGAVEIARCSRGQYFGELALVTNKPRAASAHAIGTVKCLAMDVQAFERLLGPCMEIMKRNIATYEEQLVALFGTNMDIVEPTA
# SUMO Mot1 rescue = yeast Mot1-301 growth rescue at high temperature, primary screen, SUMOylation pathway inhibitor project, S. cerevisiae, ATP luminescence, 38.5C | S. cerevisiae Mot1-301 growth rescue; percent above DMSO median, 100 means doubled | growth rescue, % at 18.8 µM | AID 2716, 2010 | 320,000 compounds, 1% hits;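 active means every valid replicate shows activation above 250% relative to neutral control wells; inactive means the rest, any valid replicate at or below 250%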;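 further: OY570 slx delta 5 strain wells were the positive control but not used for scaling; some compounds called inactive have numbers as strong as hits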
# Active calls of the source: *; · = not tested or not shown.
SMILES,HTR5A inv ag,PfHsp90 set2,Tat export inh,MOR-DOR inv ag,PKA-R1A activ,phage Ecoli inh,OPRM1-OPRD1 ag,AddAB inh,Ecoli viability,PKA-R2B act,SUMO Mot1 rescue
CC1(C)Cc2c(sc3nc(-c4ccccc4)n(N)c(=O)c23)CO1,-3,6,-6,16,-6,1.4,-3.8,1.9,-2.5,-15,-20
CN(CC(=O)Nc1ccc(F)cc1)C(=O)COC(=O)CSc1ccc(F)cc1,1,-13,-1,4,1,-0.4,-0.6,-1.6,-2.2,-1,49
COC(=O)CSc1nnc(-c2ccc(S(=O)(=O)N3CCCC3)cc2)n1C,4,10,10,9,-7,1.2,-1.6,1.8,-2.1,-13,1
O=C1CCN(Cc2ccccc2)C=C1c1ccc(Br)cc1,-31,-32,2,-22,-15,0.9,4.0,0.1,0.7,-13,2
CCCS(=O)(=O)N1CCCC(C(=O)NCCN2CCC(Cc3ccccc3)CC2)C1 (stereo not given),-11,15,-8,-5,4,1.3,0.9,3.5,0.7,5,-4
Cc1ccccc1C(=O)N1[C@@H](C(C)C)COc2cc(Br)ccc2S1(=O)=O,7,35,-1,-2,-1,6.5,0.4,·,·,-1,·
Cc1ccc(C2NC(=O)NC3=C2CCc2ccccc23)cc1 (stereo not given),-4,·,1,-19,-3,1.8,3.2,0.0,0.2,-4,-15
COc1ccc(CCC(=O)N2CCN(S(=O)(=O)c3cccc(Cl)c3)CC2)cc1,-1,21,7,7,-8,-0.6,-1.9,-0.8,-4.2,-10,21
FC(F)(F)c1ccccc1NC(=S)N1CCc2ccccc2C1,9,-17,-4,5,-5,3.3,-1.1,2.6,1.6,-4,66
Cc1cccc(N=C2NC(=O)/C(=C/c3cccn3C)S2)c1C,-12,-3,1,2,-6,1.7,-0.5,-2.4,-0.4,0,-20
O=C(Cc1ccccc1)N1CCC(c2nc(-c3ccc(F)cc3)no2)CC1,-10,-28,5,5,2,0.9,-1.0,1.6,-1.6,-9,-12
CCOC(=O)N1CCC(NS(=O)(=O)c2cc(Br)cnc2N)CC1,-18,6,-2,14,-3,-2.5,-2.5,2.4,2.8,-5,-22
CSc1ncccc1C(=O)OCC(=O)c1ccccc1,6,6,-9,11,-24,3.1,-2.1,1.5,3.9,-11,-4
O=C(NCCc1ccccn1)C1CCN(S(=O)(=O)c2ccc3ccccc3c2)CC1,-3,5,-1,10,-12,2.0,-2.0,-0.2,-4.6,10,14
Cc1ccc(NC(=O)CN(C)S(=O)(=O)c2cccc3nsnc23)cc1,3,-24,-2,-1,-7,0.8,0.2,-1.4,-1.3,-7,10
Cc1ccc(C(=O)OCc2cc(=O)n3c(C)csc3n2)s1,-40,-14,-6,16,2,1.8,-3.9,1.5,0.9,-4,-1
Cc1ccc(NCCC(=O)c2ccccc2)cc1Cl,2,8,-10,-46,-1,2.9,8.7,0.7,1.3,-12,-6
O=C(Nc1nnc(-c2ccc(Cl)cc2)o1)c1cccc(N2C(=O)CCC2=O)c1,0,-109,3,8,2,-1.2,-1.6,-0.5,-7.6,-12,4
CCN(C(=S)NCc1ccccc1)c1ccccc1,9,7,-2,8,-3,4.3,-1.2,-1.7,-0.9,0,-2
CSc1nc2sc(-c3ccccc3)cc2c(=O)n1N,-28,14,1,0,-6,0.5,0.0,1.6,0.6,10,82
COc1ccc(Cl)cc1NC(=O)COC(=O)CCc1cc(OC)c(OC)c(OC)c1,-4,5,1,1,6,2.3,-0.2,2.0,-0.1,-9,-4
Cc1ccc(S(=O)(=O)NCC(=O)N(c2ccccc2)C(C(=O)NCc2ccccc2)c2ccco2)cc1 (stereo not given),-9,-5,7,3,-8,2.8,-0.6,1.2,-1.4,-14,·
Cc1cc(C)cc(N=C2NC(=O)/C(=C/c3cccs3)S2)c1,-7,-2,6,-19,-6,2.6,2.8,0.3,-3.9,4,4
O=C(c1cccc(-c2ccc(O)cc2)c1)N1CCOCC1,-15,-6,4,-2,2,1.3,0.4,-0.9,2.1,-3,3
CCOc1ccc(CN(C)CC(O)COC(c2ccc(OC)cc2)c2ccc(OC)cc2)cc1 (stereo not given),12,16,8,-5,-9,2.1,1.0,-0.2,-2.0,-9,7
O=[N+]([O-])c1cc(C(F)(F)F)cc([N+](=O)[O-])c1N1CCCNCC1,6,-20,-6,-9,-15,4.8,1.6,2.6,0.3,-3,213
CCOC(=O)N1CCN(C(=O)c2c(-c3ccccc3)noc2C)CC1,-20,3,10,-6,4,2.4,1.2,1.9,1.5,3,4
COc1ccc(C)cc1S(=O)(=O)N1CCC(C)CC1,13,-3,2,19,2,1.9,-3.7,0.3,-1.0,7,0
CC1(C)CC(=O)C=C(Nc2ccc(Br)cc2F)C1,-12,-8,-7,8,2,-0.6,-1.6,0.2,2.0,2,129
CC(C)(C#N)NC(=O)c1ccco1,-13,9,-4,12,8,0.5,-2.3,-1.1,1.1,1,2
Cc1cc(C(=O)Cn2nc(C(=O)O)c3ccccc3c2=O)c(C)n1-c1cccc(C(F)(F)F)c1,-18,-9,4,13,2,2.3,-2.7,2.2,1.2,-9,-8
CCOc1c(Br)cc(CNc2ccc(N3CCOCC3)cc2)cc1OC,1,15,4,-18,2,98*,3.6,-0.5,0.6,2,-3
O=C(Nn1cc(C(=O)Nc2ccc(F)cc2F)c2ccccc2c1=O)c1cnccn1,-1,6,-1,11,-9,-3.1,-2.2,-4.6,-7.1,-14,16
Cc1ccc(NC(=O)C(C)SCc2nc3sc4c(c3c(=O)[nH]2)CCCC4)nc1 (stereo not given),-1,-42,-10,6,9,1.4,-1.2,3.4,1.3,6,-5
Cc1[nH]cnc1CSCc1ccc(F)cc1,-13,11,0,7,-7,2.3,-1.4,2.9,-0.7,-20,-18
O=C(CSc1nnc(NC2CCCCC2)s1)NCc1ccco1,25,11,7,5,-2,1.2,-1.0,-0.3,2.6,3,176
CCOC(=O)Cc1nc(-c2ccc(Cl)cc2)n[nH]1,3,-5,0,-14,-8,3.5,2.5,0.3,0.0,-11,0
CCOC1OC(=O)C(Cl)=C1Nc1ccccc1C (stereo not given),10,-7,3,3,-6,4.0,-0.5,0.0,0.0,0,-9
N#CCn1cc(/C=N/NC(=O)c2cc3c(ccc4ccccc43)o2)c2ccccc21,-19,23,-2,-6,4,2.0,1.1,1.1,0.3,-10,272
Cc1nc2ccc(NC(=O)c3oc4ccc(F)cc4c3C)cc2s1,8,-9,3,-3,2,·,0.8,0.3,1.2,-6,4
Cc1cc(C)cc(N(CC(=O)Nc2ccccc2)C2=NC3CS(=O)(=O)CC3S2)c1 (stereo not given),-13,17,6,-1,-1,-0.5,0.2,0.9,1.8,-2,-17
CCN=C1NN=C(c2ccc(C)cc2)CS1,13,-11,-5,9,-14,3.4,-1.4,2.5,-1.4,-4,-6
CCCN1C2=NS(=O)(=O)CCN2c2ccccc21,-3,48,-1,20,5,-0.9,-4.9,1.9,0.0,-16,12
CSc1ncccc1C(=O)OCc1ccccc1Cl,-12,7,4,-11,6,3.7,2.4,0.4,0.1,4,250
O=C(O)c1ccc(/C=N/Nc2nc(N3CCCCC3)nc(N3CCCCC3)n2)cc1,-9,24,-3,10,-2,-0.2,-1.9,-0.3,-0.3,2,394
O=[N+]([O-])c1cccc(-c2nc(NCc3ccccc3)c3ccccc3n2)c1,-13,23,1,-7,-8,2.3,1.4,1.3,-0.3,5,5
COc1ccc(NC(=S)Nc2ccc(OC)cc2OC)c(OC)c1,-6,5,-2,4,15,2.0,-0.9,3.1,1.8,-2,-5
COCC(C)NC(=O)c1ccc(-n2nc(C(F)(F)F)cc2-c2cccs2)cc1 (stereo not given),8,·,2,12,4,3.0,-2.0,-0.1,-0.7,-12,-34
COc1ccccc1C(=O)Nc1ccccn1,13,-84,-7,12,-1,2.5,-2.4,3.8,1.6,-1,-4
Cc1onc(-c2ccccc2)c1C(=O)N/N=C/c1ccc([N+](=O)[O-])s1,6,-63,-6,-36,-7,0.9,6.0,3.8,0.1,0,1
CCCCn1c(=O)[nH]c(=O)c2c1nc(-c1ccc(-c3ccccc3Br)o1)n2CCOC,13,3,-2,10,5,1.4,-1.9,1.0,-1.0,-7,-19
COc1ccc2nc(SCC(=O)Nc3ccc4sc(C)nc4c3)c(C#N)cc2c1,-17,·,8,4,-11,2.9,-0.7,4.7,-2.6,-5,0
CN1CCN(/N=C/c2ccc(-c3ccc([N+](=O)[O-])cc3)o2)CC1,-10,16,-11,3,0,3.2,-0.5,-1.4,-1.4,1,104
CCn1cc(CN2CCCC(CO)(Cc3ccc(F)cc3)C2)c2ccccc21 (stereo not given),20,21,-2,-21,0,0.0,3.9,5.8,-0.5,-6,-10
Cc1ccc(S(=O)(=O)Nc2c(C)n(C)n(-c3ccccc3)c2=O)cc1C(=O)NCc1ccccn1,-49,7,-7,10,-4,2.7,-1.6,1.9,2.6,15,217
COc1ccc2nc3cccc(OC)c3nc2c1,-16,-3,4,-26,-3,2.5,5.0,-6.8,-0.7,-5,-17
Cc1ccc(C(=O)Nc2cccc(S(=O)(=O)N(C)c3ccccc3)c2)o1,15,-7,-5,15,2,1.4,-4.0,2.6,1.1,-8,-14
CCOCC(=O)Nc1cccc(C(=O)OCC)c1,-14,5,1,12,-6,3.3,-2.6,2.8,0.1,-8,6
COc1cccc(-c2nn(-c3ccccc3)cc2CN(C)C(C)c2ccon2)c1 (stereo not given),-11,4,-2,-42,0,0.9,9.2,0.0,1.9,-2,52
O=C(CCN1CCOCC1)Nc1ccc2c(c1)CCC2,-16,13,-6,9,7,0.3,-1.7,2.1,2.1,-3,7
CSc1ccc(S(=O)(=O)NCC(=O)OC(C)C(=O)NCc2ccccc2)cc1[N+](=O)[O-] (stereo not given),12,-13,5,1,-4,-0.5,-0.1,-0.5,0.2,-4,20
CCC1(Cc2ccccc2)NC(=O)c2ccccc2O1 (stereo not given),·,-4,3,·,·,3.6,·,-0.9,-1.8,·,6
